# GPR55 LPI antagonism – GPR55 antagonists blocking LPI-driven arrestin recruitment, primary screen, imaging, U2OS, beta-arrestin-GFP, LPI agonist (AID 2013). G-protein coupled receptor 55 (Homo sapiens). U2OS GPR55 beta-arrestin-GFP translocation imaging, LPI antagonism; higher % means a stronger effect. one-dose inhibition, % at 10 µM; IC50 in µM for titrated hits. 0.13% of 290,000 active;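 active = spots per cell inhibited over 60%, with over 100 cells counted and total cytoplasm intensity under 500,000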;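 note: U2OS cells stably carrying GPR55 and arrestin-GFP stimulated by 5 µM LPI near EC80; imaged beta-arrestin-GFP aggregate spots per cell after agonist stimulation; plate controls were LPI-stimulated DMSO wells for no effect and DMSO wells without LPI for full effect; some results filed as inactive read as strong as hits; confirmed hits need IC50 under 10 µM and bright autofluorescent wells are also inconclusive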
# Rac1 GTP hydrolysis – MgcRacGAP GTPase-activating activity inhibitors, confirmation, biochemical, ADP Hunter fluorescence; inhibition, % at 30 µM, or IC50 in µM where a hit was titrated; 0.6% of 340,000 active; MgcRacGAP-stimulated Rac1 GTP hydrolysis, ADP Hunter fluorescence; higher % means a stronger effect; GST-tagged Rac1 F28L mutant substrate; Rac GTPase-activating protein 1 (Homo sapiens); AID 624330, 2012;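 active = first-screen hits whose inhibition reached a set limit at any dose in the follow-up dose series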;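 note: fluorescence reports GDP produced by GAP-driven GTP hydrolysis; strong numbers were not always called active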
# GPR55 beta-arrestin – GPR55 agonists via beta-arrestin recruitment, primary screen, imaging, U2OS cells, beta-arrestin-GFP redistribution (AID 1961) | U2OS GPR55 beta-arrestin-GFP redistribution imaging; higher % means a stronger effect | 0.048% of 290,000 active | activation, % at 10 µM, or EC50 in µM where a hit was titrated;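 active = activation above 40% with more than 50 cells counted in the well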;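 note: U2OS osteosarcoma cells stably expressing GPR55 and beta-arrestin-GFP; plate controls were DMSO negative control for no effect and LPI positive control for full effect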
# NTR1 agonist – agonists of NTR1, primary screen, imaging, U2OS cells, beta-arrestin-GFP, high content (AID 493036). NTR1-U2OS beta-arrestin-GFP spot imaging, agonist mode. activation, % at 20 µM. 0.17% of 330,000 active;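 active = activation at or above 40% of the spot to cytoplasm intensity ratio, with at least 20 cells analyzed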;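 note: 0% = DMSO without peptide and 100% = 100 nM NTR1 peptide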
# Target sequence (P30989 whole entry, looked up): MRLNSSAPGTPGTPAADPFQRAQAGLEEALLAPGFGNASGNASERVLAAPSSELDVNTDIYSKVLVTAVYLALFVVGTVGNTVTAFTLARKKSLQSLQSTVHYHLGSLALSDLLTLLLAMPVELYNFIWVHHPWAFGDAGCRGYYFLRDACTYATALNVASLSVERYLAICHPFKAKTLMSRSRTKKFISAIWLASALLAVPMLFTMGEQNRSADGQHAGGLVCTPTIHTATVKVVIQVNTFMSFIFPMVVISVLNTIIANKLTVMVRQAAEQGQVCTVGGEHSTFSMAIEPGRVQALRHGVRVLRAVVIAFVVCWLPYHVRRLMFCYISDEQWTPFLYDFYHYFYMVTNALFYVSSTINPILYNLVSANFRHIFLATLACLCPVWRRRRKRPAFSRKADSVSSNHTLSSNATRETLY
# KOR beta-arrestin-1 – KOR agonists, beta-arrestin recruitment, primary screen, cell-based, luminescence, uHTS (AID 1777); 0.02% of 280,000 active; KOR beta-arrestin recruitment, luminescence; higher % means a stronger effect; activation, % at 10 µM, or EC50 in µM where a hit was titrated; Kappa-type opioid receptor (Homo sapiens); in the data active = activation above about 50%, passing the limit was not always enough; note: a part of the inactive calls stands beside numbers as strong as those of hits
# K1F lysis inhibition – inhibition of K1F phage lysis, E. coli UTI89, bacterial capsule biogenesis inhibitors, alamar blue (AID 488966); 0.02% of 340,000 active; inhibition, % at 100 µM; hits with a dose series show IC50 in µM; E. coli UTI89 K1F phage lysis, alamar blue, 2 h; higher % means a stronger effect;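 active = phage lysis inhibition, versus mean bacterial control, above a set limit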;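 note: capsule biogenesis inhibitors block K1F phage lysis so surviving cells raise fluorescence; higher fluorescence means more inhibition of phage lysis; actives were called in the ten point dose series up to 300 µM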
# KOR beta-arrestin-2 – KOR antagonists, beta-arrestin recruitment, cell-based, luminescence, uHTS (AID 1778). inhibition, % at 10 µM, or IC50 in µM where a hit was titrated. Kappa-type opioid receptor (Homo sapiens). 0.091% of 290,000 active. KOR beta-arrestin recruitment, luminescence, antagonist mode; higher % means a stronger effect; in the data active = inhibition above about 50%; note: strong numbers were not always called active
# GPR35 arrestin U2OS – GPR35 antagonists blocking zaprinast-driven arrestin recruitment, primary screen, imaging, U2OS, beta-arrestin-GFP, zaprinast agonist (AID 2058) | U2OS GPR35 beta-arrestin-GFP translocation imaging, zaprinast antagonism; higher % means a stronger effect | inhibition, % at 10 µM, or IC50 in µM where a hit was titrated | 0.052% of 290,000 active | G-protein coupled receptor 35 (Homo sapiens);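 active = inhibition of at least 50% with at least 30 cells and total cytoplasm GFP at most 10,000,000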
# NOD1 inhibition – NOD1 signaling inhibitors, primary screen, cell-based, luminescence, uHTS (AID 1578); NOD1-driven NF-kB luciferase reporter cells, luminescence; higher % means a stronger effect; one-dose inhibition, % at 4 µM; EC50 in µM for titrated hits; 1% of 290,000 active; in the data active = inhibition mostly above about 36%, no sharp cut-off; inactive = mostly below about 34%;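 note: HEK-293T reporter cells stimulated with the NOD1 agonist gamma-tri-DAP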
# NTR1 agonist cell count 20 µM – further read-out of NTR1 agonist, marked with its call; cell count; measured here: cell count, cytotoxicity flag
# * hit, by the source's call; nt = not tested or not shown; [ ] = remark or other dose. Only part of the results is shown (hit frequency here may not be typical).
SMILES,GPR55 LPI antagonism,Rac1 GTP hydrolysis,GPR55 beta-arrestin,NTR1 agonist,NTR1 agonist cell count 20 µM,KOR beta-arrestin-1,K1F lysis inhibition,KOR beta-arrestin-2,GPR35 arrestin U2OS,NOD1 inhibition
CCCOc1ccc(C(=O)C(CN2CCOCC2)c2ccccc2)cc1 (stereo not drawn),22%,8%,1.2%,0.2,56,2.2%,1.1%,24%,-16%,22%
O=C(CSC1=NCCS1)Nc1nc2c(s1)CCCC2,-16%,14%,0.7%,2.7,81,-1.3%,0.0%,2%,5%,-14%
COc1ccc2sc(/C=C/c3ccccc3O)[n+](C)c2c1,1%,nt,-0.1%,nt,nt,-6.1%,nt,18%,7%,5%
C#CCOCCOCCOCCNc1nc(N2CCN(C(=O)[C@H]([C@@H](C)O)n3cc(CCCCN)nn3)CC2)nc(N2CCN(C(=O)[C@H]([C@@H](C)CC)n3cc(CCCN=C(N)N)nn3)CC2)n1,2%,4%,-0.1%,1.7,99,0.9%,0.0%,15%,8%,-7%
COc1cccc(C(=O)N(Cc2ccccc2)Cc2cc3cc4c(cc3[nH]c2=O)OCCO4)c1,-1%,4%,0.0%,6.7,76,1.3%,1.1%,-6%,1%,18%
CCC(C)NCCCOc1cc(Cl)ccc1Cl (stereo not drawn),12%,16%,0.0%,-2.0,86,5.5%,-0.3%,-22%,1%,0%
Cc1ccc(S(=O)(=O)N(CC(=O)O)Cc2ccccc2F)cc1,-1%,3%,-0.1%,0.3,60,-1.7%,0.1%,28%,10%,-16%
O=c1c2ccccc2oc2nc(-c3ccco3)n(CCc3ccccc3)c(=O)c12,3%,nt,0.1%,nt,nt,-5.4%,nt,-2%,-2%,-2%
O=C(CSc1nnc(-c2ccoc2)o1)N1CCOCC1,-5%,9%,-0.1%,0.0,77,0.5%,0.1%,-44%,17%,22%
O/N=C/c1ccc(-c2ccccc2OC(F)(F)F)o1,4%,12%,-0.2%,4.8,42,nt,1.6%,10%,0%,-3%
CC(=O)Nc1ccc(S(=O)(=O)c2ccc(C)cc2)cc1,2%,11%,0.5%,0.9,37,-1.9%,-2.2%,-12%[20 µM],-1%,-41%
COC(=O)c1nc(NC(=S)NC(=O)c2cccs2)sc1C,-9%,11%,0.2%,3.1,59,0.3%,0.0%,10%,2%,-8%
Fc1ccc(Cn2nnc(-c3ccc(CN4CCOCC4)cc3)n2)cc1,-6%,3%,0.0%,-0.5,91,-5.1%,0.1%,30%,-6%,-2%
CS(=O)(=O)Nc1nnc(CCc2ccccc2)s1,-11%,11%,-0.1%,1.1,55,-6.0%,0.2%,-14%[20 µM],-3%,-20%
Cn1cccc1Cc1nnc(SCC(=O)N2CCOCC2)n1-c1ccc(F)cc1,6%,7%,-0.3%,-3.3,54,-0.4%,5.1%,29%,14%,-21%
O=C/C(=C\Nc1ccc(Cl)cn1)c1nc2cc(Cl)ccc2o1,13%,7%,-0.2%,-1.9,53,4.2%,3.4%,-3%,13%,24%
CCCc1nnc(SCC(=O)N2CCCCC2C)n1CCOC (stereo not drawn),19%,0%,0.5%,-1.2,42,-1.5%,-0.5%,2%,-1%,-20%
CN(C)/C=C/C(=O)c1ccc(Cl)s1,2%,6%,0.2%,-1.2,61,-0.2%,-0.3%,-33%[20 µM],-7%,-13%
Nc1nc2nc(-c3ccc(OCc4ccccc4)cc3)cc(C(F)(F)F)n2n1,19%,2%,0.1%,0.1,79,-11%,0.2%,20%,0%,-9%

# Part of the list above in order of formula weight, highest first.
SMILES,GPR55 LPI antagonism,Rac1 GTP hydrolysis,GPR55 beta-arrestin,NTR1 agonist,NTR1 agonist cell count 20 µM,KOR beta-arrestin-1,K1F lysis inhibition,KOR beta-arrestin-2,GPR35 arrestin U2OS,NOD1 inhibition
Nc1nc2nc(-c3ccc(OCc4ccccc4)cc3)cc(C(F)(F)F)n2n1,19%,2%,0.1%,0.1,79,-11%,0.2%,20%,0%,-9%
O=c1c2ccccc2oc2nc(-c3ccco3)n(CCc3ccccc3)c(=O)c12,3%,nt,0.1%,nt,nt,-5.4%,nt,-2%,-2%,-2%
Fc1ccc(Cn2nnc(-c3ccc(CN4CCOCC4)cc3)n2)cc1,-6%,3%,0.0%,-0.5,91,-5.1%,0.1%,30%,-6%,-2%
COC(=O)c1nc(NC(=S)NC(=O)c2cccs2)sc1C,-9%,11%,0.2%,3.1,59,0.3%,0.0%,10%,2%,-8%
CCCc1nnc(SCC(=O)N2CCCCC2C)n1CCOC (stereo not drawn),19%,0%,0.5%,-1.2,42,-1.5%,-0.5%,2%,-1%,-20%
Cc1ccc(S(=O)(=O)N(CC(=O)O)Cc2ccccc2F)cc1,-1%,3%,-0.1%,0.3,60,-1.7%,0.1%,28%,10%,-16%
O=C/C(=C\Nc1ccc(Cl)cn1)c1nc2cc(Cl)ccc2o1,13%,7%,-0.2%,-1.9,53,4.2%,3.4%,-3%,13%,24%
O=C(CSc1nnc(-c2ccoc2)o1)N1CCOCC1,-5%,9%,-0.1%,0.0,77,0.5%,0.1%,-44%,17%,22%
CS(=O)(=O)Nc1nnc(CCc2ccccc2)s1,-11%,11%,-0.1%,1.1,55,-6.0%,0.2%,-14%[20 µM],-3%,-20%
O/N=C/c1ccc(-c2ccccc2OC(F)(F)F)o1,4%,12%,-0.2%,4.8,42,nt,1.6%,10%,0%,-3%

# Screening results (PubChem)
